TPT1 inhibitor: inhibitors of Candida albicans tRNA 2'-phosphotransferase TPT1 | recombinant caTPT1, FP RNA substrate dephosphorylation | inhibition, % at 5 µM | actives 0.81% (n = 300,000);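 active means inhibition above the mean of all tested compounds plus 3 SD, set per screening campaign, cut at about 24% in these data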;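 further: plate controls were DMSO alone for no effect and ferristatin control at 100 nM for full effect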
procasp3 activ: procaspase-3 (human) activation. actives 0.11% (n = 330,000). P42574. activation, % at 8.5 µM. recombinant procaspase-3 D3A, Ac-DEVD-pNA absorbance 405 nm;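 active means activation above the mean of all tested compounds plus 3 SD, cut at about 21% in these data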;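 further: 0% = DMSO alone and 100% = DMSO wells spiked with extra 5 µM PC-3 D3A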
Target sequence (P42574 whole entry D9A/D28A/D175A): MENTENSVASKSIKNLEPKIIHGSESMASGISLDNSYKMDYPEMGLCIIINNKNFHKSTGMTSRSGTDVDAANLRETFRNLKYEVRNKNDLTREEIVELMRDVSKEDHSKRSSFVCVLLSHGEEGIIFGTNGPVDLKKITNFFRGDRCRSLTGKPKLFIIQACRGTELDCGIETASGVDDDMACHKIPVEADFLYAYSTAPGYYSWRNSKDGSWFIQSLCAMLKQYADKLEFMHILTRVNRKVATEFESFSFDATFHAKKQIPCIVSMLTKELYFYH
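Technique: 405 nm absorbance of p-nitroaniline, reads at 0 and 120 min; Test system: Procaspase-3 D3A mutant; Incubation: 1 h enzyme-compound preincubation, then 2 h substrate reaction, 25 °C; Repeats: singlicate, each compound tested once; Benchmarks: low control DMSO wells, high control DMSO plus 5 µM PC-3 D3A.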
CTSL1 counter: cathepsin L1 inhibition, PFM18AAP counter-screen. recombinant F. hepatica cathepsin L1, Z-Leu-Arg-MCA fluorescence. inhibition, % at 5.96 µM. actives 0.49% (n = 300,000). AID 1906;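 active means inhibition above the mean of all tested compounds plus 3 SD, set per screening campaign, cut at about 17% in these data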;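 further: 0% = plate median of test compound wells and 100% = 1 µM Z-Phe-Ala-diazomethylketone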
procasp7 counter: counter-screen: procaspase-7 (human) activation; actives 0.093% (n = 330,000); P55210; recombinant procaspase-7, Ac-DEVD-pNA absorbance 405 nm; D23A/D198A/D206A triple mutant, cannot self-cleave; scale: DMSO 0, 5 µM enzyme 100; activation, % at 8.5 µM;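 active means percent activation above the screen-wide mean plus 3 SD, cut at about 25% in these data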
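Assay system: Uncleavable procaspase-7 mutant enzyme; Input: 2 µM procaspase-7 mutant as dispensed; Also added: DEVD-pNA substrate; Medium: Zinc-free HEPES pH 7.4 with 300 mM NaCl, 0.01% Triton X-100; Timing: 1 h compound preincubation, 2 h substrate cleavage, 25 °C; Measured by: Epi-absorbance of released pNA at 405 nm, two timepoints.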
AHR act: activators of human aryl hydrocarbon receptor. P35869. AHR-responsive luciferase reporter cells, luminescence. activation, % at 5 µM. actives 2.5% (n = 320,000). AID 2796; in the data active means activation above about 47%;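 further: 0% = vehicle wells and 100% = reference agonist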
Target sequence (P35869 whole entry, looked up): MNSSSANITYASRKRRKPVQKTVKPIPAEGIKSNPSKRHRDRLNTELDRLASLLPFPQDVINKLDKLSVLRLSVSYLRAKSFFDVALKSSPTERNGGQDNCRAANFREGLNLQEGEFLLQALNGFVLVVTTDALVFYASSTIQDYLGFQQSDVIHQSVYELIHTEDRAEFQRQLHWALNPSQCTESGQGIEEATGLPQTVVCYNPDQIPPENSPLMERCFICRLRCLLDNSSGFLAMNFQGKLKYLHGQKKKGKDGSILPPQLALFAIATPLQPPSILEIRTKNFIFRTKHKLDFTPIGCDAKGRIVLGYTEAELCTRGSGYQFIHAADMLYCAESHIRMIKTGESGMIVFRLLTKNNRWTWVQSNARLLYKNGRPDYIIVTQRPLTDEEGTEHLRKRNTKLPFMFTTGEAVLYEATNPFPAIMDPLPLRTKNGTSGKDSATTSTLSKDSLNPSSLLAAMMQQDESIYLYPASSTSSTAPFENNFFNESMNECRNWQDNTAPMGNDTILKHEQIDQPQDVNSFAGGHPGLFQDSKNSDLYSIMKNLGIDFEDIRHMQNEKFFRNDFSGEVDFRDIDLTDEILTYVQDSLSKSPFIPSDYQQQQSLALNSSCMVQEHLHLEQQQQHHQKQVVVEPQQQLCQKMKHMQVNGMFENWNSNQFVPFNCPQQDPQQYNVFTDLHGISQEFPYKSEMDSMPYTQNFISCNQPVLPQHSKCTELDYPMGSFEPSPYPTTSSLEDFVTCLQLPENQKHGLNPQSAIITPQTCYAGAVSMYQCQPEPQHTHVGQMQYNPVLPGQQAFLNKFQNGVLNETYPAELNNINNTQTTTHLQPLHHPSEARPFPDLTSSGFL
PP5 primary: PP5 (human) phosphatase inhibition | AID 1987 | actives 0.18% (n = 320,000) | inhibition, % at 6.7 µM | purified PP5c, OMFP substrate fluorescence;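 active means inhibition above the campaign's mean inhibition across all tested compounds plus 3 SD, cut at about 9.5% in these data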;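 further: 0% = DMSO only and 100% = 100 µM cantharidin control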
PP1 inh: PP1-alpha (human) inhibition in PP5 counter-screen. P62136. purified PP1alpha, OMFP fluorescence. inhibition, % at 6.7 µM. actives 0.9% (n = 320,000). AID 2235;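 active means inhibition above the mean inhibition of all tested compounds plus 3 SD, computed separately for each screening campaign, cut at about 15% in these data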
core dimer inh: HCV core protein dimerization inhibition; TR-FRET GST/Flag-core106 dimerization, 1536-well; inhibition, % at 5 µM; actives 0.33% (n = 300,000);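 active means inhibition above the mean of all tested compounds plus 3 SD, set per screening campaign, cut at about 45% in these data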
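test system = GST/Flag-tagged HCV core106 proteins | probe or stimulus = Eu donor and XL665 acceptor anti-tag antibodies | times = compound-protein-antibody incubation 4 h at 22.5 °C | signal = TR-FRET, excitation 340 nm, emission 617 and 671 nm | measure = percent inhibition of core106 dimerization signal | controls = wells lacking GST-core106 and wells with excess unlabelled core106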
PAFAH2 FP inh: PAFAH2 (human) inhibition. Q99487. recombinant PAFAH2, FP-rhodamine activity probe, fluorescence polarization. inhibition, % at 3.39 µM. actives 0.99% (n = 340,000). AID 492956;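 active means inhibition above the mean over all tested compounds plus 3 SD, cut at about 30% in these data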;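 further: inhibitors block probe labeling of enzyme so polarization drops; 0% = enzyme with DMSO and 100% = wells lacking PAFAH2 protein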
Numbers without * were called inactive; nt = not tested or not shown.

Sample of the layout, 6 compounds:
SMILES | TPT1 inhibitor | procasp3 activ | CTSL1 counter | procasp7 counter | AHR act | PP5 primary | PP1 inh | core dimer inh | PAFAH2 FP inh
C=CCNC(=S)Nc1sc2c(c1C(=O)OCC)CC(C)(CC)OC2 (stereo unspecified) | 3 | -15 | -5 | -21 | 7 | -2.4 | 1 | -12 | 1
NC(=O)C1CCN(Cc2nc3cc(C(F)(F)F)ccc3c(=O)[nH]2)CC1 | 0 | 6 | 0 | 12 | 5 | 1.2 | -5 | 0 | -1
CCSc1nnc(-c2cccnc2)n1-c1ccc(Cl)c(C)c1 | -2 | 11 | 0 | -4 | -1 | -0.3 | -4 | 4 | -6
Cc1ccc(OCC(=O)NNC(=O)c2ccco2)c(C)c1 | -4 | 7 | -21 | 12 | -1 | 2.5 | 1 | -12 | -2
CC1CCCCN1CCn1cnc2c([nH]c3ccccc32)c1=O (stereo unspecified) | -1 | 6 | 0 | -5 | 25 | 1.1 | -2 | 14 | -4
O=C(O)CSCC(=O)Nc1cccc2ccccc12 | -1 | 4 | -1 | 6 | 2 | 0.8 | -1 | -5 | -2

Results, repeating the preview:
SMILES | TPT1 inhibitor | procasp3 activ | CTSL1 counter | procasp7 counter | AHR act | PP5 primary | PP1 inh | core dimer inh | PAFAH2 FP inh
C=CCNC(=S)Nc1sc2c(c1C(=O)OCC)CC(C)(CC)OC2 (stereo unspecified) | 3 | -15 | -5 | -21 | 7 | -2.4 | 1 | -12 | 1
NC(=O)C1CCN(Cc2nc3cc(C(F)(F)F)ccc3c(=O)[nH]2)CC1 | 0 | 6 | 0 | 12 | 5 | 1.2 | -5 | 0 | -1
CCSc1nnc(-c2cccnc2)n1-c1ccc(Cl)c(C)c1 | -2 | 11 | 0 | -4 | -1 | -0.3 | -4 | 4 | -6
Cc1ccc(OCC(=O)NNC(=O)c2ccco2)c(C)c1 | -4 | 7 | -21 | 12 | -1 | 2.5 | 1 | -12 | -2
CC1CCCCN1CCn1cnc2c([nH]c3ccccc32)c1=O (stereo unspecified) | -1 | 6 | 0 | -5 | 25 | 1.1 | -2 | 14 | -4
O=C(O)CSCC(=O)Nc1cccc2ccccc12 | -1 | 4 | -1 | 6 | 2 | 0.8 | -1 | -5 | -2
Cc1ccc(NC(=O)C2CCCN2S(=O)(=O)c2cccc3cccnc23)c(C)c1 (stereo unspecified) | 0 | 6 | -3 | 4 | 6 | -0.2 | -2 | -1 | 0
CC1CCC(NC(=O)COC(=O)C2=NN(c3ccccc3)C(=O)CC2)CC1 (stereo unspecified) | nt | 7 | nt | 6 | -1 | -1.9 | -6 | nt | 24
CC(C)C(NC(=O)c1ccco1)C(=O)OCC(=O)NCCc1ccccc1 (stereo unspecified) | nt | 14 | nt | 7 | 0 | -1.9 | -1 | nt | -1
CCN(CC)C(=S)Nc1ccc(C(=O)OC)cc1 | -3 | 3 | -5 | -9 | 2 | 0.5 | -2 | 2 | -2

4 structures already listed, arranged by SMILES length, lowest first:
SMILES | TPT1 inhibitor | procasp3 activ | CTSL1 counter | procasp7 counter | AHR act | PP5 primary | PP1 inh | core dimer inh | PAFAH2 FP inh
C=CCNC(=S)Nc1sc2c(c1C(=O)OCC)CC(C)(CC)OC2 (stereo unspecified) | 3 | -15 | -5 | -21 | 7 | -2.4 | 1 | -12 | 1
CC1CCC(NC(=O)COC(=O)C2=NN(c3ccccc3)C(=O)CC2)CC1 (stereo unspecified) | nt | 7 | nt | 6 | -1 | -1.9 | -6 | nt | 24
NC(=O)C1CCN(Cc2nc3cc(C(F)(F)F)ccc3c(=O)[nH]2)CC1 | 0 | 6 | 0 | 12 | 5 | 1.2 | -5 | 0 | -1
Cc1ccc(NC(=O)C2CCCN2S(=O)(=O)c2cccc3cccnc23)c(C)c1 (stereo unspecified) | 0 | 6 | -3 | 4 | 6 | -0.2 | -2 | -1 | 0

Following part.
SMILES | TPT1 inhibitor | procasp3 activ | CTSL1 counter | procasp7 counter | AHR act | PP5 primary | PP1 inh | core dimer inh | PAFAH2 FP inh
O=C(COC(=O)CN1C(=O)C(=O)c2ccccc21)OCN1C(=O)c2ccccc2C1=O | 1 | -2 | -9 | 3 | 2 | 0.6 | 0 | 12 | 1
C=CCn1c(SCC(=O)c2cccs2)nnc1-c1cccc(OC)c1 | -1 | 0 | -4 | 3 | 5 | -2.3 | -5 | 9 | -3
Cc1cc(C)c(S(=O)(=O)NCC(=O)NCc2cc(=O)n(C)c(=O)n2C)c(C)c1 | -3 | 14 | -1 | 5 | 1 | -0.2 | 1 | 6 | -6
O=C(O)C1(c2ccccc2)CCN(S(=O)(=O)c2ccccc2)CC1 | -4 | -7 | -1 | 15 | -1 | 0.0 | -2 | -4 | -2
COCCN1Cc2cccc(C(=O)NCc3cccnc3)c2C1=O | -2 | -1 | -1 | -7 | 28 | 1.7 | -6 | -6 | 0
CN(C(=O)C1CCCCC1)C1(C)CCS(=O)(=O)C1 (stereo unspecified) | -5 | 0 | 2 | 3 | -2 | -1.1 | -3 | -6 | 2
CC(C)(O)C#Cc1ccc(CN2CCC(n3nccc3NC(=O)C3CC3)CC2)cc1 | -5 | -3 | 1 | 9 | -1 | 2.0 | 0 | 5 | -3
O=C(c1ccc(N2CCCC2=O)cc1)N1CCN(c2ccccc2Cl)CC1 | nt | 6 | nt | 3 | -1 | 2.5 | -1 | nt | 11
O=C(NNC(=O)c1cc2ccccc2[nH]1)OCc1ccccc1 | nt | -1 | nt | -5 | 66* | nt | nt | nt | -7
CC(C)Cn1c(-c2csc3ccccc23)n[nH]c1=S | 3 | -16 | 4 | -32 | -2 | 0.1 | 3 | -17 | -10
CC(=O)O/N=C(/c1nonc1N)N(C)C | -7 | 2 | -2 | 2 | -1 | -4.3 | -4 | 0 | 5
O=C(C1CCCC1)N1CCN=C1SCc1cccc([N+](=O)[O-])c1 | 0 | 1 | 4 | 2 | 13 | 0.5 | -1 | 6 | -1
Cn1c(SCc2ccccc2Cl)nc2c1c(=O)[nH]c(=O)n2C | 2 | -2 | -1 | 8 | 3 | 1.6 | -3 | 3 | 6
Cc1cc(S(=O)(=O)Cc2noc(-c3c(C)noc3C)n2)c(C)cc1Cl | -3 | -16 | -4 | 13 | -7 | 2.3 | 1 | 2 | 2
Cc1ccc(S(=O)(=O)Nc2c(C)nn(C)c2C)c(C)c1 | -1 | 2 | -1 | 0 | -2 | 3.0 | -9 | 3 | 1
O=[N+]([O-])c1c(C(Cl)Cl)nn(-c2ccccc2)c1N1CCOCC1 | 1 | 0 | 1 | -1 | -1 | 1.9 | -2 | 2 | -4
COc1ccc(CCn2c(-c3ccc(Cl)cc3)n[nH]c2=S)cc1OC | 1 | -4 | 3 | -12 | 0 | -1.3 | -2 | 1 | -2
CCN(CC(=O)NCc1ccc(F)cc1)CC(=O)Nc1cc(S(=O)(=O)N(C)C)ccc1C | nt | 0 | nt | 0 | -1 | -0.2 | 1 | nt | 2
O=C(C1CCCCN1S(=O)(=O)c1ccccc1)N1CCCCC1 (stereo unspecified) | -5 | -6 | -6 | 6 | -2 | 0.4 | -4 | -4 | 4
CCN(C(=O)COC(=O)CSc1cc(C)c2ccccc2n1)c1ccccc1 | -4 | 10 | -2 | 3 | 0 | 1.9 | 2 | 5 | 4
C=CCc1ccccc1OCC(O)CN1CCN(c2ccc(C)cc2)CC1 (stereo unspecified) | 1 | 0 | 7 | -6 | 4 | 6.1 | 8 | 0 | 7
Cc1cccc(N2CCCn3c2nc2c3c(=O)[nH]c(=O)n2C)c1 | -5 | 6 | -3 | 6 | 2 | 1.5 | 4 | 0 | -2
CCn1c(CSCc2ccc(Cl)cc2)n[nH]c1=S | -4 | -11 | -5 | -21 | 0 | -0.2 | -1 | -3 | -1
Cc1cc(C)cc(-c2nnc(SCC(=O)NCc3cccs3)o2)c1 | 0 | 6 | 2 | -1 | 8 | 0.4 | 6 | 1 | 5
Cc1cc(C(=O)NCc2ccco2)sc1C | nt | 0 | nt | -14 | 1 | 0.3 | -3 | nt | -4
Cc1ccc(C)c(NC(=O)CSc2nc3c(oc4ccccc43)c(=O)n2-c2ccccc2)c1 | -3 | 5 | 2 | 4 | 1 | 2.7 | 10 | 21 | -7
Fc1cccc(CN2CCN3CCCC3C2C2CCCCC2)c1 (stereo unspecified) | -1 | -2 | 1 | 10 | 3 | -0.7 | -1 | 3 | -9
CC(=O)N(C(C)=O)c1c(C#N)c(C)n(-c2ccccc2)c1C(=O)c1ccccc1 | 0 | -3 | 0 | -7 | 7 | 2.3 | 4 | 4 | -2
COc1ccc(CN2CC(=O)N(c3ccc(Cl)cc3)C2=S)cc1OC | 1 | -9 | 0 | -15 | 32 | 4.6 | 0 | -7 | -3
Cc1ccc(/C([O-])=C(/C(=S)NCc2ccccc2)[n+]2ccccc2)cc1[N+](=O)[O-] | -1 | -18 | 5 | -13 | -1 | 1.4 | -1 | 8 | 6
O=C1C2C3C=CC(C3)C2C(=O)N1c1ccc(Cc2ccncc2)cc1 (stereo unspecified) | 2 | 13 | -1 | 4 | 1 | 4.6 | -15 | -3 | 3
O=C(CCn1[nH]c(=O)c2ccccc2c1=O)OC1CCCCC1 | 1 | -7 | 3 | 6 | 0 | -3.5 | -3 | -3 | 1
C=CCn1c(SCC(=O)OCC)nc2cc(C(=O)NCc3ccco3)ccc2c1=O | -1 | 12 | 1 | -4 | -2 | -0.2 | -2 | 2 | 4
CC(=O)Nc1nc(C)c(C(C)(C)C)s1 | -3 | 4 | -6 | 5 | 12 | -0.3 | 1 | -5 | -3
COc1cc(/C=N\Nc2nncn2N)ccc1OC(C)=O | -2 | 1 | -2 | -11 | 14 | -1.0 | -2 | -9 | -2
Clc1cccc(Cl)c1Cn1cnc2c(NCc3ccco3)ncnc21 | -5 | 3 | 7 | -8 | 8 | -0.9 | 0 | -2 | 4
CCOCCn1c(N2CCN(c3ccccc3)CC2)nc2c1c(=O)[nH]c(=O)n2C | 0 | 5 | -3 | 0 | -2 | -0.5 | -3 | 0 | 16
COc1ccc(NC(=O)/C=C2\SC(=O)NC2=O)cc1 | 1 | 2 | -1 | 5 | 2 | -0.7 | -5 | -2 | -2
O=C(CSc1ncnc2ccccc12)Nc1ccc2c(c1)OCCO2 | 2 | 4 | 3 | 2 | 3 | 1.4 | -3 | 4 | 2
C/C=C(\C)C(=O)Nc1cccc(C2=NOC3(C2)C[C@H](C(N)=O)N(C(=O)CC#N)C3)c1 (stereo partly specified) | -7 | 0 | 1 | 5 | 0 | 1.9 | 0 | -8 | -1
NC(=O)C1CCN(C(=O)COCc2cc(-c3ccc4c(c3)OCO4)on2)CC1 | -5 | -1 | -7 | -8 | 1 | 0.0 | -4 | -13 | 1
CC(=O)NCc1ccc(C(=O)O)cc1 | 2 | 5 | -2 | 1 | 0 | 3.5 | -5 | -6 | 4
Nn1c(COc2ccccc2F)nnc1SCC(=O)NC1CCCCC1 | 0 | -5 | -4 | 11 | -1 | -0.6 | -3 | -1 | -5

Screens deposited in PubChem by The Scripps Research Institute Molecular Screening Center.
